Vif imaging: HIV Vif inhibition | HEK293T cells, Vif self-association by quenched fluorescence, imaging, 24 h | inhibition, % at 7.49 µM | 340,000 tested, 0.35% active; in the data active means inhibition above about 50%, passing the limit was not always enough; further: some results filed as inactive read as strong as hits
Exocytosis inh: blocks lytic granule exocytosis; 360,000 tested, 0.66% active; TALL-104 LAMP-1 surface exposure, flow cytometry; cells stimulated with thapsigargin and PMA; inhibition, % at 10 µM; AID 651702;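 active means inhibition above about 55%, limit read from the data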
CaV13 ICDI inh: Disruptors of the CACNA1D IQ motif to Ca2+-dependent inactivation inhibitor domain association, primary screening, Förster resonance energy transfer in intact living …. HEK cells, CFP/YFP FRET ICDI-IQ, plate reader, 10 min; percent FRET-ratio fall versus neutral wells. inhibition, % at 12.3 µM. 340,000 tested, 0.098% active. AID 743397;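 active means mean replicate inhibition of at least 30% and at least 1% of replicates passing that level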;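 further: 0% = median of the neutral control wells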
ABCB6 inh 2: inhibitors of human ABC transporter ABCB6; Q9NP58; K562-ABCB6 porphyrin accumulation, flow cytometry, 1 h; stronger effect = lower value; fluorescence ratio to DMSO, % at 10 µM; 360,000 tested, 0.19% active;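 active means fluorescence ratio to DMSO below 75%, the collection mean minus 3 SD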;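 further: signal is porphyrin accumulated inside mitochondria; 100% equals median channel fluorescence of DMSO control wells; lower ratio means ABCB6 inhibition with less porphyrin fluorescence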
iPSC survival up: enhancers of human iPSC single-cell survival; survival enhancement, % at 20 µM; hiPSC single-cell survival, ATPlite luminescence; 100% = ROCK inhibitor wells, 0% = DMSO; AID 602274; 360,000 tested, 0.044% active; in the data active means survival enhancement above about 18%;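 further: cells exposed to compounds for 16 hours before the ATP read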
Cardio protect: myocardial damage modulation in H9c2 cells. 360,000 tested, 0.63% active. protection from H2O2 cell death, % at 20 µM. H9c2 cardiomyocytes, H2O2 injury protection, ATPLite, 2 h. AID 588492;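 active means compounds giving at least 50% protection of heart cells from peroxide-induced death in the single-dose screen, raw or plate-pattern-corrected value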;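 further: 0% = DMSO wells with peroxide and 100% = DMSO wells without peroxide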
HTR2A ag: agonists of mouse serotonin 5-HT2A receptor (HTR2A); P35363; AID 624169; 360,000 tested, 0.66% active; CHO-K1 mHTR2A beta-arrestin complementation, luminescence; percent of 30 µM serotonin response; activation, % at 7.6 µM;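 active means activation above a run cutoff, the mean activation of all tested compounds plus 3 SD, cut at about 14% in these data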;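 further: 0% = plate median of compound wells and 100% = 30 µM serotonin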
Target sequence (P35363 whole entry, looked up): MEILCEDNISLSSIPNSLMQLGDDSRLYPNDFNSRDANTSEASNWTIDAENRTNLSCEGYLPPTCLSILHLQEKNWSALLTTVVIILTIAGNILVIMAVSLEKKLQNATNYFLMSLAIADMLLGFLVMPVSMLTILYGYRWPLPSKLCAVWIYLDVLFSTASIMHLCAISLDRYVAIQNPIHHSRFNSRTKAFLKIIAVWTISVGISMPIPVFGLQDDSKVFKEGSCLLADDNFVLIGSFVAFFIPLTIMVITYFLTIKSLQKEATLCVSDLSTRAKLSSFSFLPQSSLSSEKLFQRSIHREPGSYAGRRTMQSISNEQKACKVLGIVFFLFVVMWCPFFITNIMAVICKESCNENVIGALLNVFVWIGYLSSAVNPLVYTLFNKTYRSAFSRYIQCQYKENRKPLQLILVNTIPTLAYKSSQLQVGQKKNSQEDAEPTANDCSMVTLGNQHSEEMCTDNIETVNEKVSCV
N-glyco inh: blocks N-linked glycosylation in D54 reporter cells. D54 ERlucT glycosylation luciferase reporter, 24 h; percent of 100 nM tunicamycin response. AID 588692. 360,000 tested, 0.23% active. reporter increase, % at 12.5 µM;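 active means mean luciferase reporter signal, scaled so untreated is 0 and the glycosylation-blocking control 100, at or above a set limit in every replicate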;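 further: luciferase carries N-glycosylation sites so blocking glycosylation raises the light; 0% = median of neutral control wells and 100% = median of 100 nM tunicamycin wells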
aDG glyco act: increases alpha dystroglycan glycosylation. Pro5-aDG cells, alpha-DG glycosylation AlphaScreen (IIH6); 0% Pro5, 100% B10-LARGE cell signal. activation, % at 10 µM. 360,000 tested, 0.22% active;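 active means activation of at least 8% versus controls, or a plate z-score of at least 8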;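 further: Pro5 are CHO cells carrying HIG-tagged alpha-DG that lacks glycosylation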
PDI inh: inhibitors of human protein disulfide isomerase. PDI insulin aggregation turbidity, A650, 90 min. inhibition, % at 10 µM. 350,000 tested, 0.052% active. AID 588391;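 active means mean inhibition across replicates of 30% or more, whatever share of single replicates reach that level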;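 further: absorbance from insulin aggregation driven by PDI reduction with DTT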
Target sequence (P07237 whole entry, looked up): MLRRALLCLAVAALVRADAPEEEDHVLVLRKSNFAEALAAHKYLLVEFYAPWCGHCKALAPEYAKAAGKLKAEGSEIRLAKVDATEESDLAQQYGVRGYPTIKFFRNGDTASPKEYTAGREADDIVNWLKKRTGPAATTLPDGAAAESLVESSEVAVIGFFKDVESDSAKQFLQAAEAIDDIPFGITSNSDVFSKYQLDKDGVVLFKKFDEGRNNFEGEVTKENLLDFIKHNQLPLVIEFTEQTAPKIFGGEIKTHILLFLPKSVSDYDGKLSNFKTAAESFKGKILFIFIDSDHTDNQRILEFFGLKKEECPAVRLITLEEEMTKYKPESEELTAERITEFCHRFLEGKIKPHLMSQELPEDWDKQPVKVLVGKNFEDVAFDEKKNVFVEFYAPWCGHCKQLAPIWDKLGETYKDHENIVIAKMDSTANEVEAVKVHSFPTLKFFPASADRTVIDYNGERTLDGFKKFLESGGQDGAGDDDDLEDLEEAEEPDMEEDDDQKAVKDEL
Numbers without * were called inactive; / = not tested or not shown. No enrichment for hits, and some 3.1% of all compounds hit somewhere here.

Every second line gives: Vif imaging, Exocytosis inh, CaV13 ICDI inh, ABCB6 inh 2, iPSC survival up, Cardio protect, HTR2A ag, N-glyco inh, aDG glyco act, PDI inh
- COc1ccc(OCC(=O)Nc2ccccc2OC(F)F)cc1
 : 1.4, 0.2, -1.5, 91.0, -2.1, -7.5, -3.9, -0.9, 0.4, -11.8
- Cc1onc(-c2c(F)cccc2Cl)c1C(=O)Oc1ccccc1
 : -10.1, 4.6, -10.0, 100.0, -1.0, -7.5, 1.8, -3.0, -0.4, /
- COc1ccc(C(=O)N2CCC(c3ccccc3)CC2)c(OC)c1OC
 : 2.0, -0.5, 5.7, 98.0, 0.6, -1.6, -2.1, 0.3, -0.2, -1.2
- Cc1ccc(NC(=O)CN(C)C(=O)c2cc(-c3cccs3)nn2-c2ccccc2)cc1
 : -2.7, 10.0, -20.2, 93.0, -0.3, 15.3, 0.9, -2.0, 0.0, -8.3
- CCNC(=O)C1(C)CCCN(Cc2csc3ccccc23)C1 (stereo unspecified)
 : 3.2, -1.7, -7.0, 105.0, 12.1, 1.7, -3.6, -3.8, 0.0, -10.0
- CC(=O)/C(=N\Nc1ccccc1)Sc1cccc2cccnc12
 : -11.8, 4.7, -7.4, 98.0, 3.7, -10.0, -0.7, 1.3, -0.3, -0.6
- CC1=C(C)CC(C(=O)N2CCN(C/C=C/c3ccccc3)CC2)C(C(=O)O)C1 (stereo unspecified)
 : /, 2.2, 0.4, 98.0, -0.3, -2.4, -3.2, 2.0, -0.1, 2.0
- Cc1ccc2nc(N(CCCN(C)C)C(=O)c3sc4ccccc4c3Cl)sc2c1
 : 0.8, 7.5, -8.3, 89.0, 0.7, -9.1, -8.2, -6.5, 0.2, 10.6
- O=C(COC(=O)C1=NNC(=O)CC1)NCCc1ccccc1
 : 1.3, -1.0, -4.6, 100.0, 0.4, -2.6, -3.2, 1.8, 0.2, -4.4
- CCN1CCN(CC(=O)c2ccc(OC)cc2)CC1
 : -0.4, 0.0, -3.9, 99.0, 1.1, 2.6, -1.7, 2.9, -0.2, -1.1
- CCc1cccc(NC(=O)c2cccc3c2C(=O)N(C2CCCCC2)C3)c1
 : 11.7, -1.0, /, 98.0, -0.5, -3.1, 3.3, -8.4, -0.2, -2.8
- O=C(O)c1ccccc1-n1c(-c2ccccc2)cc2c1CCCC2=O
 : -20.8, -5.2, 9.2, 104.0, -0.3, 0.3, 4.3, 1.9, 0.4, 4.2
- O=C(Nc1nnc(SCc2cccnc2)s1)C1CC(=O)N(c2ccccc2)C1 (stereo unspecified)
 : -4.4, -0.1, -1.8, 91.0, -0.5, 12.9, 0.4, 1.5, -0.1, 23.2
- Cc1c(CN(C)C)c2c(n1Cc1ccccc1)C(=O)c1ccccc1-2
 : -16.2, 5.3, -5.3, 99.0, -1.6, 15.8, -11.1, 0.6, -0.2, 5.6
- O=C(NCC1CCCO1)C(c1cccs1)N(C(=O)Cn1nnc(-c2cccs2)n1)C1CCCC1 (stereo unspecified)
 : -1.9, -1.9, -3.1, 94.0, -4.3, -7.2, -2.7, -0.5, 0.1, 8.3
- O=C(O)C1c2ccccc2Cc2ccccc21
 : -6.2, -3.9, -6.2, 98.0, -4.2, -5.0, -2.7, 1.5, -0.2, 1.7
- O=C(CCCN1C(=O)/C(=C\c2cccs2)SC1=S)Nc1ccccn1
 : 3.2, 1.1, -6.9, 113.0, -0.3, -7.2, 0.5, -1.1, -0.2, 2.7
- CCCCN1C(=O)NC(NC(C)=O)(C(F)(F)F)C1=O (stereo unspecified)
 : -10.1, -1.2, -7.2, 101.0, -1.6, 13.3, 0.2, 0.9, 0.6, 20.4
- CCCCN(C(=O)c1cccs1)C1CCS(=O)(=O)C1 (stereo unspecified)
 : 0.2, -4.2, -5.9, 98.0, 0.0, 12.8, -0.8, -0.5, 0.0, -3.7
- Cc1ccc(OCCSc2nc3ncnc(N)c3[nH]2)cc1
 : 6.4, 2.3, -4.4, 97.0, 2.4, -8.3, -2.2, 1.9, -0.1, 6.8

The list continues:
Every second line gives: Vif imaging, Exocytosis inh, CaV13 ICDI inh, ABCB6 inh 2, iPSC survival up, Cardio protect, HTR2A ag, N-glyco inh, aDG glyco act, PDI inh
- CCN(CC)CCn1c2c(c(SCC(=O)Nc3ccccc3Cl)nc1=O)CCCC2
 : 6.2, -1.8, -7.1, 100.0, -0.3, 0.0, -11.1, -5.0, 0.1, 6.6
- CCN1CCN(c2ccc(S(=O)(=O)N3CCCCC3)cc2NC(=O)c2cccc(C)c2[N+](=O)[O-])CC1
 : -9.2, 4.3, -1.8, 98.0, -0.6, 0.2, 2.6, -2.1, -0.1, 10.4
- COc1ccc(NS(=O)(=O)c2cc3c(cc2C)NC(=O)CO3)c(OC)c1
 : /, 5.3, -4.6, 99.0, 0.0, 2.0, 1.8, -0.6, 0.1, /
- Cc1cccc(Oc2ccc(NC(=O)C3=CC=CN4CCS(=O)(=O)N=C34)cc2)c1
 : -9.4, -3.1, -5.0, 95.0, -0.5, -0.7, 6.9, -3.6, -0.2, 7.5
- CC1CCCCC1NCc1cccc([N+](=O)[O-])c1 (stereo unspecified)
 : 4.0, 8.0, -8.4, 99.0, -0.4, -5.1, -2.8, 0.9, 1.2, 7.4
- Cc1ccc(NC(=O)N2CCC(NC(=O)c3ccco3)CC2)cc1
 : -13.9, 0.8, -2.9, 100.0, 0.0, 5.8, 6.1, -0.9, 0.0, -4.5
- Cc1cc(NS(=O)(=O)c2ccc(NC(=O)c3ccoc3C)cc2)nc(C)n1
 : 10.1, -5.3, /, 94.0, 5.0, -5.4, -4.3, 0.2, -0.1, -1.3
- COc1cccc(/C=N/Nc2nn3cnnc3c3ccccc23)c1O
 : /, -0.2, /, 97.0, -0.1, 50.1*, -2.1, 3.4, -0.3, -6.3
- COc1cccc(SCC2CSc3nc4ccccc4c(=O)n32)c1 (stereo unspecified)
 : -3.0, -6.3, -3.6, 97.0, 1.0, -5.0, 4.6, 0.7, -0.1, 0.0
- COc1cc2c(cc1OC)CC(=O)N(C)CC2
 : 3.2, 9.4, -4.7, 101.0, -2.1, 1.2, 4.0, 2.8, 0.0, -1.3
- CN1CCN(C(=O)C2=C[C@@H](c3ccccc3)C[C@@H](OCCCCO)O2)CC1
 : -0.9, -13.2, -12.1, 89.0, 3.2, 10.9, 10.7, 3.5, -0.4, 1.1
- Cc1ccc(CCNC(=O)C2CCCN(C(=O)N(C)C)C2)cc1 (stereo unspecified)
 : 5.8, 0.9, -7.0, 101.0, -0.9, 9.9, -3.8, -1.7, -0.1, 7.8
- CN(C)c1ccc(C(=O)NCc2ccc3c(c2)CCO3)cc1
 : 6.6, 5.4, -2.4, 101.0, -0.2, 5.9, 2.1, -1.0, 0.2, -5.4
- O=C(CN(C1CCCCC1)S(=O)(=O)c1ccc(Cl)cc1)NCCCO
 : -8.6, -2.6, -5.8, 97.0, -0.6, 5.2, -2.7, -0.5, 0.0, 1.7
- COc1ccc(/C=C/C(=O)N2CCCc3ccccc32)c(OC)c1
 : 0.4, 71.5*, -3.6, 91.0, 0.2, -9.0, 2.0, -0.8, 0.1, 1.3
- CCc1cccc(C)c1NC(=O)COC(=O)Cc1ccccc1
 : 12.6, 6.9, -13.1, 97.0, 1.5, -1.4, -5.2, 2.9, 0.1, -4.1
- Cc1onc(-c2c(F)cccc2Cl)c1C(=O)NC(=S)NC1CCSC1=O (stereo unspecified)
 : 1.9, -2.0, -2.3, 101.0, 2.4, 1.8, -3.3, 1.6, 0.0, 0.3
- C=CCNc1nc(Cl)nc(Nc2ccc([N+](=O)[O-])cc2)n1
 : 17.4, -8.5, -3.0, 87.0, -1.3, 6.2, -5.1, -1.3, 0.2, -6.1
- COC(=O)CCSc1cc([N+](=O)[O-])cc2c1c(C1OCCO1)nn2-c1ccccc1
 : 4.7, 5.2, -8.1, 98.0, -1.0, -6.1, 1.8, 2.9, -0.1, -1.8
- COC(=O)c1ccc(C(=O)OC)c(NC(=O)CN2CCC(C)CC2)c1
 : -4.2, -0.7, -7.0, 89.0, 1.5, -1.6, 2.9, -1.4, 0.0, 12.5

(cont.)
Every second line gives: Vif imaging, Exocytosis inh, CaV13 ICDI inh, ABCB6 inh 2, iPSC survival up, Cardio protect, HTR2A ag, N-glyco inh, aDG glyco act, PDI inh
- Cc1cccc(C)c1NC(=O)C(c1ccccc1)n1c(=O)c(-c2ccco2)nc2ccccc21 (stereo unspecified)
 : /, 1.0, -8.1, /, /, /, 0.2, /, -0.3, /
- COc1cccc(CNC(=O)C2CCN(C(=O)N3CC(C)Oc4ccccc43)CC2)c1 (stereo unspecified)
 : -17.8, 6.1, -5.1, 97.0, 1.5, 2.6, 8.7, 2.2, 0.1, /
- CN(C)C(=O)c1ccc(NC(=O)COc2ccc([N+](=O)[O-])cc2)cc1
 : 0.6, -0.9, 1.6, 102.0, 2.6, -4.5, -1.0, 0.4, 0.1, 1.3
- CN(C)S(=O)(=O)c1cccc(C(=O)Nc2ccccc2)c1
 : -3.0, -0.1, -3.6, 104.0, -0.8, 1.8, -1.7, 0.9, -0.5, 3.6
- CC(=O)c1ccc(Nc2nc3ccc(C)cc3n3cnnc23)cc1
 : -3.4, 0.2, -1.6, 103.0, 0.0, 4.8, 0.1, 3.6, 0.0, 0.5

Entries shown so far that have four or more nitrogen atoms, in the order listed:
Every second line gives: Vif imaging, Exocytosis inh, CaV13 ICDI inh, ABCB6 inh 2, iPSC survival up, Cardio protect, HTR2A ag, N-glyco inh, aDG glyco act, PDI inh
- Cc1ccc(NC(=O)CN(C)C(=O)c2cc(-c3cccs3)nn2-c2ccccc2)cc1
 : -2.7, 10.0, -20.2, 93.0, -0.3, 15.3, 0.9, -2.0, 0.0, -8.3
- O=C(Nc1nnc(SCc2cccnc2)s1)C1CC(=O)N(c2ccccc2)C1 (stereo unspecified)
 : -4.4, -0.1, -1.8, 91.0, -0.5, 12.9, 0.4, 1.5, -0.1, 23.2
- O=C(NCC1CCCO1)C(c1cccs1)N(C(=O)Cn1nnc(-c2cccs2)n1)C1CCCC1 (stereo unspecified)
 : -1.9, -1.9, -3.1, 94.0, -4.3, -7.2, -2.7, -0.5, 0.1, 8.3
- Cc1ccc(OCCSc2nc3ncnc(N)c3[nH]2)cc1
 : 6.4, 2.3, -4.4, 97.0, 2.4, -8.3, -2.2, 1.9, -0.1, 6.8
- CCN(CC)CCn1c2c(c(SCC(=O)Nc3ccccc3Cl)nc1=O)CCCC2
 : 6.2, -1.8, -7.1, 100.0, -0.3, 0.0, -11.1, -5.0, 0.1, 6.6
- CCN1CCN(c2ccc(S(=O)(=O)N3CCCCC3)cc2NC(=O)c2cccc(C)c2[N+](=O)[O-])CC1
 : -9.2, 4.3, -1.8, 98.0, -0.6, 0.2, 2.6, -2.1, -0.1, 10.4
- Cc1cc(NS(=O)(=O)c2ccc(NC(=O)c3ccoc3C)cc2)nc(C)n1
 : 10.1, -5.3, /, 94.0, 5.0, -5.4, -4.3, 0.2, -0.1, -1.3
- COc1cccc(/C=N/Nc2nn3cnnc3c3ccccc23)c1O
 : /, -0.2, /, 97.0, -0.1, 50.1*, -2.1, 3.4, -0.3, -6.3
- C=CCNc1nc(Cl)nc(Nc2ccc([N+](=O)[O-])cc2)n1
 : 17.4, -8.5, -3.0, 87.0, -1.3, 6.2, -5.1, -1.3, 0.2, -6.1
- CC(=O)c1ccc(Nc2nc3ccc(C)cc3n3cnnc23)cc1
 : -3.4, 0.2, -1.6, 103.0, 0.0, 4.8, 0.1, 3.6, 0.0, 0.5
